RXFP1 ag = qHTS Assay for Agonists of the Relaxin Receptor RXFP1. Potency, µM (doses to about 57.5 µM), inactives show top-dose activation, most hits filed as activators. 370,000 tested, 0.3% active. HEK293T-RXFP1 cAMP TR-FRET, 30 min; response scale: percent of porcine relaxin response, buffer zero; also: % is scaled to controls: 0 for no effect and ±100 for the full control effect; nearly all actives have a fitted effect of over 60% in size; many of its hits are not listed in these tables
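cAMP rise read by TR-FRET after 30 min, 37C compound exposure (up to 58 uM) in RXFP1-transfected HEK293 cells with Ro 20174 present. EC50 from Hill-equation fits, with 29 nM porcine relaxin as 100% and buffer as basal.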
TrxR1 substrate = qHTS Assay for Substrates of Mammalian Selenoprotein Thioredoxin Reductase 1 (TrxR1): qHTS. Potency, µM (top dose mostly 114 µM), for the others: at the highest dose activity change, negative = substrate turnover. Thioredoxin reductase 1, cytoplasmic (Rattus norvegicus), O89049. AID 588456, 2011. 390,000 tested, 0.01% active. purified TrxR1 substrate turnover, NADPH consumption readout; also: % is scaled to controls: 0 for no effect and ±100 for the full control effect; nearly all actives have a fitted effect of over 50% in size
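Rat TrxR1, dispensed at 90 nM, was prereduced with 400 uM NADPH (final) for 5 min at ~22 deg C, then incubated with compound 15 min before 400 uM selenite. A first-read NADPH fluorescence drop versus no-compound background flagged substrates.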
ALOX12 inh = Primary qHTS assay for inhibitors of human arachidonate 12S-lipoxygenase (ALOX12): Round 2 | Polyunsaturated fatty acid lipoxygenase ALOX12 (Homo sapiens), P18054 | purified 12hLO, xylenol orange hydroperoxide absorbance | Potency, µM (highest dose often 108 µM), without a hit: at the top dose activity change, negative = inhibition, usual class: inhibitors | 580,000 tested, 1.1% active | AID 1671190, 2021; also: % is scaled to controls: 0 for no effect and ±100 for the full control effect
Target sequence (P18054 whole entry, looked up): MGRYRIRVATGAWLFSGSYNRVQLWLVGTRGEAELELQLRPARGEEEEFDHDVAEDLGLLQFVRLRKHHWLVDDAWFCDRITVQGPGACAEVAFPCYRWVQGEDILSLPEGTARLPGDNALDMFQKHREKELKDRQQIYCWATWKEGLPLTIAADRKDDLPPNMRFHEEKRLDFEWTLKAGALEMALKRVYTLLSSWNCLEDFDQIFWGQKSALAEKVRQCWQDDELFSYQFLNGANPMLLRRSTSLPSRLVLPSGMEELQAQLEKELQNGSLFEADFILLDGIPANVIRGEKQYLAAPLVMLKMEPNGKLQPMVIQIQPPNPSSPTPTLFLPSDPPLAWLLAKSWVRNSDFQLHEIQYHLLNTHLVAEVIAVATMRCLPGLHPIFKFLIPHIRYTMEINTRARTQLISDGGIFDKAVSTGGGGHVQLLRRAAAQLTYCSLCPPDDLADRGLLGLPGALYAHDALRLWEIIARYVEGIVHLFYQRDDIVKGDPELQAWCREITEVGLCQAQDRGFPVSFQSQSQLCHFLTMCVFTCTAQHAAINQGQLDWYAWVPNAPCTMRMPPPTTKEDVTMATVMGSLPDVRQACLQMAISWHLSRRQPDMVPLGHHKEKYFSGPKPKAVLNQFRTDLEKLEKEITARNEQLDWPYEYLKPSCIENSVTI
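Purified human 12hLO (150 nM final) in 25 mM Hepes, 0.01% Triton X-100, pH 7.0 was preincubated 15 min at room temperature with compound. Then 40 uM arachidonic acid was added, 30 min. Hydroperoxide was read by Fe-XO absorbance ratio 573/405 nm.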
Vif-APOBEC3G blk = qHTS for Inhibitors of Vif-A3G Interactions: qHTS; DNA dC->dU-editing enzyme APOBEC-3G (Homo sapiens), Q9HC16; HeLa A3G-eYFP + Vif (tagged APOBEC3G with the HIV-1 protein that degrades it), YFP fluorescence, overnight; Potency, µM (series often up to 46.1 µM), for the others: at the highest dose activity, negative = active, usual class: inhibitors; 410,000 tested, 0.076% active;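 also: % is scaled to controls: 0 for no effect and ±100 for the full control effect; nearly all actives have a fitted effect of over 60% in size; hits raise eYFP signal because A3G escapes Vif-driven loss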
Target sequence (Q9HC16 whole entry, looked up): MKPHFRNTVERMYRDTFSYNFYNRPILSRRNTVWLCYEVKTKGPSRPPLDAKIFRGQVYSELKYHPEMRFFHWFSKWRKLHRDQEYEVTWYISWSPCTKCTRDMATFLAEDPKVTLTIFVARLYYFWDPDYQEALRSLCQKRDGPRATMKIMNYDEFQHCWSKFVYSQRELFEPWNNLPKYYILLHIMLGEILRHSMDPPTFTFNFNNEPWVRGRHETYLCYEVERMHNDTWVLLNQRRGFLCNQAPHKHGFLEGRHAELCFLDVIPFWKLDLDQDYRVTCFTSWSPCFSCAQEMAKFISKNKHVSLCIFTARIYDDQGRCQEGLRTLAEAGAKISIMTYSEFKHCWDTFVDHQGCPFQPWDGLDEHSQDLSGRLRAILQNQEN
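Read-out is eYFP fluorescence (Ex 488/Em 500-530) from Vif-expressing HeLa A3G-eYFP cells; more signal means A3G escaped Vif-mediated degradation. Cells plated overnight, compound pinned in, incubated overnight at 37 deg C.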
IDH1 R132H inh = qHTS for Inhibitors of mutant isocitrate dehydrogenase 1 (IDH1): qHTS. Isocitrate dehydrogenase [NADP] cytoplasmic (Homo sapiens), O75874. IDH1-R132H enzyme, NADPH consumption, diaphorase/resazurin fluorescence. Potency, µM (series often up to 76.6 µM), for the others: top-dose activity change, negative = inhibition, actives largely listed as inhibitors. 390,000 tested, 0.093% active. AID 602179, 2012; also: % is scaled to controls: 0 for no effect and ±100 for the full control effect; nearly all actives have a fitted effect of over 65% in size
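IDH1-R132H (0.5 ug/mL) preincubated 30 min with compound, then NADPH (0.016 mM) and alpha-KG (2 mM) added; 80 min at RT, pH 7.5. Remaining NADPH coupled via diaphorase/resazurin to fluorescence (540/590 nm); concentration-response curves normalized to no-enzyme control.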
Vif-A3F inh = qHTS for Inhibitors of Vif-A3F Interactions: qHTS; HeLa A3F-eYFP + Vif (tagged APOBEC3F with the HIV-1 protein that degrades it), YFP fluorescence increase; Potency, µM (doses to about 46.1 µM), inactives show top-dose activity, negative = active; 390,000 tested, 0.2% active; AID 602313, 2012; also: % of control where 0% means no effect; nearly all actives have a fitted effect of over 65% in size
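Fluorescence increase (Ex 488/Em 500-530) after overnight compound treatment at 37 deg C flags inhibition of Vif-driven A3F-eYFP loss in stable HeLa A3F-eYFP/Vif cells seeded overnight beforehand.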
rTrxR1 inhibitor = qHTS Assay for Inhibitors of Mammalian Selenoprotein Thioredoxin Reductase 1 (TrxR1): qHTS. recombinant rTrxR1, NADPH fluorescence consumption, selenite substrate. Thioredoxin reductase 1, cytoplasmic (Rattus norvegicus), O89049. 390,000 tested, 1% active. Potency, µM (series often up to 114 µM), for the others: top-dose activity change, negative = inhibition, usual class: inhibitors; also: % is scaled to controls: 0 for no effect and ±100 for the full control effect; nearly all actives have a fitted effect of over 65% in size
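Rat TrxR1 (90 nM in the dispensed reagent) was pre-reduced with 400 uM NADPH for 5 min at room temperature, then incubated with compound for 15 min. After 400 uM selenite was added, NADPH fluorescence (Ex 340/Em 450 nm) was followed for 8 min.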
RGS4 inhibitor = Inhibitors of Regulator of G Protein Signaling (RGS) 4: qHTS; Transcreener GDP fluorescence polarization, RGS4-accelerated GTP hydrolysis; Potency, µM (doses to about 114 µM), inactives show top-dose activity change, negative = inhibition, usual class: inhibitors; 390,000 tested, 0.039% active; AID 504845, 2011; also: % is scaled to controls: 0 for no effect and ±100 for the full control effect; nearly all actives have a fitted effect of over 75% in size; some results filed as inactive show a strong effect at the top dose
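MLSMR compounds (23 nl, pin-transferred) preincubated 10 min at room temperature with a 500nM (2x) first reagent, then RGS4 at 900nM (2x) plus Transcreener GDP mix added; fluorescence polarization (620/688 nm) read before and after 90 min at 30 °C.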
USP1-UAF1 inh = Inhibitors of USP1/UAF1: Primary Screen; recombinant USP1/UAF1, Ub-Rhodamine cleavage fluorescence; Ubiquitin carboxyl-terminal hydrolase 1 (Homo sapiens), O94782; 390,000 tested, 0.23% active; AID 743255, 2014; Potency, µM (top dose mostly 57.1 µM), for inactives: top-dose activity change, negative = inhibition, usual class: inhibitors; also: % is scaled to controls: 0 for no effect and ±100 for the full control effect; nearly all actives have a fitted effect of over 60% in size; inactives centre near -12
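In this screen, compounds sit with the deubiquitinase complex (1nM) for 15 min at room temperature before Ub-Rho is added at 150nM final. Fluorescence rise is then followed for 6 reads every 60 seconds.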
* hit, by the source's call; i = inactive; u = inconclusive; x = not tested or not shown; & = joins results of further samples; [ ] = dose if it differs, or a comment. Calls follow the shape of the dose curve; as a rule, active = well fitted curve in the direction sought with a large enough effect; inconclusive = small, poorly fitted or top-dose-only effect, or another doubt; inactive = no such curve, though single readings can be large; an effect the other way counts as inactive or inconclusive. Potency is read from the fitted curve at half-maximal effect.

SMILES | RXFP1 ag | TrxR1 substrate | ALOX12 inh | Vif-APOBEC3G blk | IDH1 R132H inh | Vif-A3F inh | rTrxR1 inhibitor | RGS4 inhibitor | USP1-UAF1 inh
COc1ccc(/C=N\NC(=O)c2ccccc2F)cc1COc1ccc(F)cc1F | -3.2% | -1% | 29% | u | 2% | 1% | 20% | -13% | -15%
CCOC(=O)c1ccc(NC(=O)CSC(=S)N2CCOCC2)cc1 | -1.3% | -2% | -1% | 0% | 2% | -2% | 19% | 14% | -15%
NCCCn1c(C(=O)c2cc(Cl)c(N)c(Cl)c2)c2ccc(C(F)(F)F)cc2[n+]1[O-] | -2.1% | -9% | u | 5% | -12% | -11% | -34% | -20% | -27%
O=[N+]([O-])c1ccc(-n2cnc3ccccc32)c([N+](=O)[O-])c1 | -0.3% | -3% | -10% | 6% | -1% | 5% | -13% | -12% | -18%
CCn1cc(CCC(=O)NCc2ccc(F)cc2)c2ccccc21 | 4.7%&1.7% | 4%&-5% | 15%&0% | -3%&1% | -2%&5% | 0%&8% | 18%&0% | u | -22%&-11%
CC(=O)NC(Cc1ccc(F)cc1)C(=O)NC1CCN(S(=O)(=O)c2ccccc2)CC1 (stereo not drawn) | 1.5% | -1% | -43% | 3% | -3% | 0% | 22% | 13% | -6%
Cc1cccc(N2CCN(C(=O)C3CC(=O)N(c4ccc5c(c4)OCCO5)C3)CC2C)c1 (stereo not drawn) | -0.2% | 0% | u | u | 4% | -2% | -10% | -8% | -22%
CCCCn1c(N)c(N(CCOC)C(=O)COC(=O)COc2c(C)cccc2C)c(=O)[nH]c1=O | -0.5% | -10%[57.1 µM] | -7% | 0% | -2% | -7% | 1% | -13% | -5%
Cc1cccc(N2CCN(C(=O)c3ccc4nc(N5CCCCC5)sc4c3)CC2)c1C | 0.1% | -2% | 16% | -2% | 0% | 9% | 12% | 23% | -4%
CCC(C)N(C(=O)COC(=O)c1cc([N+](=O)[O-])ccc1N)C1CCS(=O)(=O)C1 (stereo not drawn) | 4.1% | -5% | u | -1% | 5% | 3% | -2% | 16% | -4%
O=C(NCc1n[nH]c(=S)n1-c1cccc(Cl)c1)c1ccc(S(=O)(=O)N2CCCCC2)cc1 | 6.8% | 0% | u | 2% | 7% | -3% | -7% | -20% | -20%
Cc1ccc(C)c(N2CCN(C(=O)C3CCCN(S(=O)(=O)c4ccc5c(c4)oc(=O)n5C)C3)CC2)c1 (stereo not drawn) | -0.1% | -6% | -15% | -1% | 1% | 3% | 9% | -4% | -26%
Cc1ccc(S(=O)(=O)N2CCOCC2)cc1-c1n[nH]c(=S)n1-c1ccccc1 | 2.2% | 5% | -26% | 0% | -1% | 3% | -4% | -22% | -14%
C/C(Nc1ccc(Cl)cc1)=C(/C#N)C(N)=O | 0.4% | 6% | 1% | 0% | 2% | 3% | 4% | 2% | 4%
CC(=O)c1cc(CN2C(=O)c3ccccc3C2=O)cs1 | -1.5% | 2% | 0% | 0% | 4% | 7% | 9% | 4%[56.9 µM] | -16%
Cc1ccc(S(=O)(=O)N2C[C@H]3[C@H]4C(=O)N(c5ccccc5)C(=O)[C@H]4C[C@H](OC(=O)NC4CC4)[C@@]3(O)C2)cc1 | x | x | u | 0% | -6% | -1% | x | x | -15%
COc1cc(-c2c(C#N)c(N)nc(SCc3ccncc3)c2C#N)cc(OC)c1OC | 2.2% | 1%[57.1 µM] | 14% | -7% | 0% | -7% | 9%[57.1 µM] | 11% | -2%
COc1ccc(Cc2noc(CN(C)Cc3ccc(-n4cccn4)cc3)n2)cc1OC | 0.8% | 3% | 23% | -1% | 6% | 3% | 15% | -5% | -18%
Cc1cccc(C(=O)N[C@H](C(=O)Nc2nnc(C3CC3)s2)C(C)C)c1 | 0.1% | -10% | -28% | 0% | 7% | -6% | 10%[57.1 µM] | 19% | 3%
Cc1ccc(NC(=O)N2CCC(C(=O)NCCC3=CCCCC3)CC2)cc1 | 2.2% | -11% | -18% | 1% | 16% | -13% | -5% | 13% | -11%
CCOc1ccccc1NC(=O)c1cc(S(=O)(=O)N2CCN(CC)CC2)ccc1Cl | 1.6% | -14% | -8% | -1% | 7% | -7% | -10% | 12% | -15%
CC(=O)c1ccc(N2CCN(C(=O)c3cc(-c4ccncc4)nc4ccc(Br)cc34)CC2)cc1 | 8.4% | 0% | i | 4% | 2% | 5% | -3% | -19% | -12%
Nc1c(Cl)ncnc1NCc1ccccc1 | -3.4% | 1% | -1% | 1% | -2% | 1% | 11% | -1% | -20%
Cc1nnc(SCc2cc(=O)[nH]c(N3CCCCC3)n2)s1 | x | -7% | 0% | -1% | 2% | 5% | -17% | -6% | -7%
Cc1ccc(S(=O)(=O)N2CCN(C(=O)c3ccc4nc[nH]c4c3)CC2)cc1 | 1.8% | 3%[57.1 µM] | -14% | -4% | -7% | 5% | 7%[57.1 µM] | -12% | -2%
(further entries)
SMILES | RXFP1 ag | TrxR1 substrate | ALOX12 inh | Vif-APOBEC3G blk | IDH1 R132H inh | Vif-A3F inh | rTrxR1 inhibitor | RGS4 inhibitor | USP1-UAF1 inh
CCN1C[C@@H]2[C@@H]3C(=O)N(Cc4ccccc4)C(=O)[C@@H]3[C@](CC)(C(=O)OC)N2C1=NC1CCCCC1 | x | 2% | -10% | -10% | -7% | 6% | 6% | -19% | -23%
CSCCC(NC(=O)C1CCC(C)CC1)C(=O)NCCN1CCOCC1 (stereo not drawn) | 3.2% | 1% | -19% | -5% | 10% | -13% | 3% | -5% | -12%
COc1cc(NC(=O)Cn2c(-c3ccccc3)cc(C(C)=O)c2C)cc(OC)c1 | -0.6% | 6%[57.1 µM] | u | 4% | -11% | -8% | 33%[activator][57.1 µM] | -4% | -15%
COc1ccc(C(=O)NC(=S)Nc2cccc3nc(C)ccc23)cc1OC | 7.7% | -1% | u | 1% | 3% | 1% | -6% | -11% | -11%
O=C(O)c1cc2ccccc2c(=O)s1 | 3.2% | 12%[57.1 µM] | u | 0% | 0% | 1% | 26%[57.1 µM] | 18% | -8%
CC1N=C(SCC(=O)c2ccc(F)cc2)N2C(C)N=C(SCC(=O)c3ccc(F)cc3)N12 (stereo not drawn) | x | x | u | 0% | 13% | -2% | x | x | -9%
CCCCC(=O)Nc1ccccc1C(=O)N1CCOCC1 | -1.9% | -4% | u | 0% | -2% | -6% | 1% | 34% | -1%
N#Cc1cccc(NC(=O)COC(=O)c2ccc[n+]([O-])c2)c1 | x | -10% | u | -1% | 0% | 2% | 10%[57.1 µM] | -18% | -3%
O=C(CN1C(=O)C(=O)N(CCC2=CCCCC2)C1=O)c1c[nH]c2ccccc12 | x | -3% | u | -10% | 4% | u | 14% | 12% | -11%
CCOC(=O)C(CC)n1cnc2c(oc3ccccc32)c1=O (stereo not drawn) | 4.5% | 10% | 0% | 1% | 6% | 7% | 16% | 5% | -12%
O=C(NCCOC(=O)c1ccc(C(=O)OCCNC(=O)c2ccccc2)o1)c1ccccc1 | -0.4% | -5% | 11% | -1% | 5% | -6% | -4% | 6% | -13%
COc1ccc(CN(C)c2ccc(-c3nc(C)no3)cc2[N+](=O)[O-])cc1 | 18% | -4% | 0% | -10% | 14% | -4% | 4% | 26% | -18%
CC(=O)N(CN1C(=O)c2ccc([N+](=O)[O-])cc2C1=O)c1cccc(C(=O)O)c1 | 1.3% | -17% | -15% | -2% | -4% | -3% | -15% | -5% | -8%
C(=N\Nc1nc2ccccc2[nH]1)/c1ccccc1 | -0.1% | -11% | 9% | -5% | 9% | u | 9%[57.1 µM] | -3% | 9%
C=CCn1c(=O)c2ccccc2n2c(SCC(=O)/C(C#N)=C(\C)N)nnc12 | -1.6% | -3%&3% | -18%&1% | 0%&-1% | -10%&7% | 6%&4% | 0%&11% | 3%&-25% | -13%&-17%
CCn1cc(S(=O)(=O)Nc2ncccn2)cn1 | 0.1% | -3% | -21% | 0% | 13% | -3% | 8% | 15% | -17%

Quoted at random: 3 entries already listed.
SMILES | RXFP1 ag | TrxR1 substrate | ALOX12 inh | Vif-APOBEC3G blk | IDH1 R132H inh | Vif-A3F inh | rTrxR1 inhibitor | RGS4 inhibitor | USP1-UAF1 inh
CC1N=C(SCC(=O)c2ccc(F)cc2)N2C(C)N=C(SCC(=O)c3ccc(F)cc3)N12 (stereo not drawn) | x | x | u | 0% | 13% | -2% | x | x | -9%
Cc1cccc(N2CCN(C(=O)c3ccc4nc(N5CCCCC5)sc4c3)CC2)c1C | 0.1% | -2% | 16% | -2% | 0% | 9% | 12% | 23% | -4%
N#Cc1cccc(NC(=O)COC(=O)c2ccc[n+]([O-])c2)c1 | x | -10% | u | -1% | 0% | 2% | 10%[57.1 µM] | -18% | -3%

Not all compounds are listed, so the mix of outcomes need not match the whole.
